# Screens from PubChem BioAssay.
# TRPV1 agonist – HTS Assay for Compounds that Act as Agonists of the Vanilloid Receptor 1. Transient receptor potential cation channel subfamily V member 1 (Homo sapiens), Q8NER1. TRPV1-expressing cells, Fluo-8 calcium influx, agonist mode. activation, % at 8.33 µM. actives 0.19% (n = 320,000); in the data active means activation above about 80%; inconclusive means between about 30% and that limit; further: 0% is about no effect
#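 Cells expressing TRPV1 were dye-loaded with Fluo-8 and read kinetically: 10 s baseline, 3 min after compound (agonist portion), then 2 min after EC20 capsaicin (allosteric enhancer portion). Calcium-bound dye fluorescence at 480/520 nm.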
# ELG1 repair inh – qHTS screen for small molecules that inhibit ELG1-dependent DNA repair in human embryonic kidney (HEK293T) cells expressing luciferase-tagged ELG1 | HEK293T ELG1-luciferase reporter, luminescence, 16 h; DNA damage induced by 5-fluorouridine | Potency, µM (series often up to 46.1 µM), inactives show at the top dose activity change, negative = inhibition, actives largely listed as inhibitors | actives 2.3% (n = 330,000); further: potency means the concentration at half of the fitted maximal effect; on the % scale 0 is the no-effect control and ±100 the full control effect; nearly all actives have a fitted effect of over 55% in size
#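 Cells (2,000 per well) received 5-fluorouridine plus test compound or DMSO and were incubated 16 hr at 37 °C, 5% CO2. Luciferase activity was read by luminescence 30 min after ONE-Glo addition; signal suppression marked inhibition of damage-induced ELG1 function.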
# AT treatment – qHTS Assay for Identifying a Potential Treatment of Ataxia-Telangiectasia | […] A-T fibroblasts, KAP-1 phosphorylation AlphaLISA; neocarzinostatin DNA damage 30 min before lysis | Potency, µM (top dose mostly 57.5 µM), for inactives: top-dose activation, usual class: activators | actives 0.19% (n = 320,000) | AID 485349, 2010; further: potency means the concentration at half of the fitted maximal effect; % of control where 0% means no effect; nearly all actives have a fitted effect of over 45% in size
#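 hTERT-immortalized A-T patient fibroblasts ([…]), 500 cells/well in OPTI-MEM, 1% FBS, got compounds for 60 min, then NCS for 30 min at 37C. Lysates were then assayed for phospho-KAP-1 by AlphaLISA (anti-pKAP1 donor, anti-KAP1 acceptor beads), 6 hr at 25C.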
# Eya2 phos inh – qHTS Assay for Inhibitors of the Phosphatase Activity of Eya2 | actives 0.006% (n = 330,000) | AID 488837, 2010 | Protein phosphatase EYA2 (Homo sapiens), O00167 | recombinant Eya2, OMFP fluorescence dephosphorylation (OMFP is methylfluorescein phosphate) | Potency, µM (titrated, usually from 76.9 µM), for the others: top-dose activity, negative = inhibition, usual class: inhibitors; further: potency means the concentration at half of the fitted maximal effect; on the % scale 0 is the no-effect control and ±100 the full control effect
# Target sequence (O00167 whole entry, looked up): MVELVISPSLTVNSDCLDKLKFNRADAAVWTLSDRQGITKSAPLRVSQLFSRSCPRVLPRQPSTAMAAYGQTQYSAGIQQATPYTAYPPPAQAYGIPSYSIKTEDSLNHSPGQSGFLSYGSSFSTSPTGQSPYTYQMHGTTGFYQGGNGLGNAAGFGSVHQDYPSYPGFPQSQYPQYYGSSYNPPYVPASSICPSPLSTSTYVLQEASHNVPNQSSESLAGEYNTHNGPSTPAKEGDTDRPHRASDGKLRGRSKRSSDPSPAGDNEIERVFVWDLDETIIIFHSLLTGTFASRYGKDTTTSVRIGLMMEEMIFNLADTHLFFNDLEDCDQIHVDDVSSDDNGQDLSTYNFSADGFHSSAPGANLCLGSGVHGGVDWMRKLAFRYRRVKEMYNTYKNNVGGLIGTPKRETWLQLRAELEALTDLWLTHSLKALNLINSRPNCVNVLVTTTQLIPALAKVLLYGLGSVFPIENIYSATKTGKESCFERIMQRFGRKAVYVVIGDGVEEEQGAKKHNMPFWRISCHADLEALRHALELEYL
#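 Eya2 (0.2 uM) preincubated 10 min at ambient with compound, then OMFP substrate added at 50 uM; 10 min reaction in 50 mM HEPES pH 7.5, 50 mM NaCl, 5 uM MgCl2, 0.05% BSA, 1 mM DTT. Fluorescence read at Ex 485/Em 525 nm.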
# TCR act – Activators of T cell receptors: qHTS campaign | primary human leukocytes, anti-CD3, IL-2 HTRF, 48 h | Potency, µM (titrated, usually from 9.22 µM), for inactives: top-dose activation of IL-2 secretion, usual class: activators | 330,000 tested, under 10 active; further: % of control where 0% means no effect
#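 TCR engagement came from a-CD3 beads alone, with compounds added to primary human leukocytes for 48 hr. Secreted IL-2 bridged europium cryptate- and d2-labelled anti-IL-2 antibodies, giving FRET emission at 665nm after 320nm excitation.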
# KCNH2 3.1 block – qHTS for Inhibitors of KCHN2 3.1: Mutant qHTS | actives 0.95% (n = 340,000) | activity change, % (tested at about 1.8 µM) | AID 720553, 2013 | U2OS KCNH2 3.1, thallium flux FluxOr; active compounds read low;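 active means maximum activity change below -70%; inconclusive means maximum activity change from -70% to -50%; inactive means maximum activity change above -50%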;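 further: thallium influx rate constant from kinetic fluorescence after stimulation buffer; on the % scale 0 is the no-effect control and ±100 the full control effect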
#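 We transduce U2OS cells with the mutant 3.1 virus, culture them overnight, load FluxOr with Red40 quencher for 45 min, then add stimulation buffer and read kinetically for 2 min to derive a normalized rate constant.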
# TSHR antag – Antagonists of the Thyroid Stimulating Hormone Receptor: HTS campaign; Thyrotropin receptor (Homo sapiens), P16473; TSHR-expressing cells, TSH-stimulated cAMP HTRF, 2 h; active compounds read low; activity change, negative = inhibition, % at 11.5 µM; actives 0.2% (n = 330,000);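 active means activity change below a set negative limit, meaning inhibition stronger than a set level, cut at about -70% in these data; inconclusive means activity change between two set negative limits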; further: on the % scale 0 is the no-effect control and ±100 the full control effect
#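 Cell-based HTRF cAMP assay; TSHR cells + compound, TSH EC80 (4nM final), 2 h, 37 deg C. Lysis with anti-cAMP cryptate and cAMP-d2, 30 min RT, read 665/620 nm.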
# Mito fusion act – qHTS Assay for Small Molecule Inhibitors of Mitochondrial Division or Activators of Mitochondrial Fusion; S. cerevisiae fusion-defective mutant growth rescue, CellTiterGlo 48 h; Potency, µM (doses to about 46.1 µM), inactives show top-dose growth rescue (activation), usual class: activators; actives 0.23% (n = 320,000); AID 485298, 2010;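 further: potency means the concentration at half of the fitted maximal effect; % of control where 0% means no effect; nearly all actives have a fitted effect of over 45% in size; temperature-sensitive fusion mutants such as fzo1-1 at 37 °C on non-fermentable ethanol glycerol medium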
#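 Read-out: ATP-based luminescence (CellTiterGlo, 10 min ambient) reporting growth of fusion-defective ts yeast after 48 hours at 37C on glycerol/ethanol YPEG medium in the presence of compound.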
# USP2a inh – qHTS Assay for Inhibitors of Ubiquitin-specific Protease USP2a Using CHOP2 as the Reporter | actives 0.01% (n = 330,000) | USP2 core, Ub-CHOP2 coupled fluorogenic reporter, 485/531 | AID 463254, 2010 | Potency, µM (doses to about 38.3 µM), inactives show at the highest dose activity change, negative = inhibition, usual class: inhibitors;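 further: potency means the concentration at half of the fitted maximal effect; plate controls were DMSO wells for no effect and full inhibition by NEM control for full effect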
# Target sequence (O75604 whole entry, looked up): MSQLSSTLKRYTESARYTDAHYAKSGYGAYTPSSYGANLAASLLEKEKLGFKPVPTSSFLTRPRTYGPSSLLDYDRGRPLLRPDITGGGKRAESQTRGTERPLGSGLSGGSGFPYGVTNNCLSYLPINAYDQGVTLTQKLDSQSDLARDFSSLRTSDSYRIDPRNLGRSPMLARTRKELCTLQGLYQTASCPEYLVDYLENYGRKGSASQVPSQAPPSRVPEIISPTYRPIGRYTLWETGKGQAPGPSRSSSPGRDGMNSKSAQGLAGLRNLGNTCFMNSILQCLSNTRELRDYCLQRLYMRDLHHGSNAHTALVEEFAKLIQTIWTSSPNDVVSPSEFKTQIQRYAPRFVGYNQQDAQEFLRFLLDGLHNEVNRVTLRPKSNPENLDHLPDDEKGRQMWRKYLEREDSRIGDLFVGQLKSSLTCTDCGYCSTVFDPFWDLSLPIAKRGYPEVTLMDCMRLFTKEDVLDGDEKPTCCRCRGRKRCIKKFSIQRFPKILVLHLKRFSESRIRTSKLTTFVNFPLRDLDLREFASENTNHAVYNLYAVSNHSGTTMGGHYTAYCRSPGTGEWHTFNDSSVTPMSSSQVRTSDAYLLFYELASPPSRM
#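 USP2 core (10nM final) preincubated 30min RT with compound in 20mM Tris-HCl pH 8.0, 2mM CaCl2, 2mM beta-mercaptoethanol, 0.05% CHAPS; 25nM Ub-CHOP2 plus 25nM reporter substrate added, fluorescence (Ex485/Em531) read after 60min.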
# hERG WT inh – qHTS for Inhibitors of KCHN2 3.1: Wildtype qHTS | Voltage-gated inwardly rectifying potassium channel KCNH2 (Homo sapiens), Q12809 | U2OS, BacMam KCNH2, thallium flux FluxOr; active compounds read low | activity change, % at 1.84 µM | actives 0.37% (n = 340,000);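 active means maximum activity change below -70%; inconclusive means maximum activity change between -70% and -50%; inactive means maximum activity change above -50%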; further: on the % scale 0 is the no-effect control and ±100 the full control effect
#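 U2OS cells transduced with wild-type KCNH2 virus are loaded with FluxOr dye for 45 min, and thallium flux is measured in kinetic reads before and after stimulation buffer. Rate constants are normalized to DMSO controls.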
# The depositor's hits bear a star; ? = inconclusive; · = not tested or not shown; [ ] = dose if it differs, or a comment. Unless noted, the call rests on the fitted dose curve; in most records, active means well fitted curve in the direction sought with a large enough effect; inconclusive means small, poorly fitted or top-dose-only effect, or another doubt; inactive means no such curve, though single readings can be large; an effect the other way counts as inactive or inconclusive.
SMILES,TRPV1 agonist,ELG1 repair inh,AT treatment,Eya2 phos inh,TCR act,KCNH2 3.1 block,TSHR antag,Mito fusion act,USP2a inh,hERG WT inh
Cc1cc2cc(CNC(=O)c3ccc(S(=O)(=O)N(C)C)cc3)ccc2n1C,5.3,12.4%,-8.2%,16.1%,3.1%,4.8,-0.6,-6.6%,-0.2%,-1.9
COc1cc(OC)cc(C(=O)NCCN2C(=O)S/C(=C\c3cccs3)C2=O)c1,0.1,?,-4.4%,-4.3%,0.0%,2.3,-9.8,-22.2%,1.2%,1.5
Cc1c(NC(=O)c2ccc(S(=O)(=O)Nc3ccccc3F)cc2)c(=O)n(-c2ccccc2)n1C,·,3.2%,5.2%,-32.1%,1.3%,9.7,-5.3,·,2.8%,-15.2
C/C(CC(=O)Nc1ccc2c(c1)OCCO2)=N\NC(=O)COc1ccc(C)cc1,-5.5,10.9%,-6.7%,-7.8%,2.4%,-19.0,-4.7,0.7%,-8.7%,-6.7
CCCCOC(=O)CCNc1n[nH]c(=O)[nH]c1=O,-0.3,-2.0%,6.0%,4.8%,·,-0.7,12.8,3.2%,-0.8%,-1.9
O=C1CN(C(=O)CNC(=O)c2cccc(Cl)c2)c2ccccc2N1,3.5,3.3%,1.6%,3.0%,2.1%,2.1,-5.2,0.2%,-0.5%,11.2
Cc1ccc(NC(=O)c2ccn(C)n2)c(Br)c1,24.5,?,·,3.1%,-4.5%[46.1 µM],-2.1,-10.1,-3.5%,2.7%,-2.4
COCCn1c(=S)[nH]c2cc(C(=O)N3CCCC(C)C3)ccc2c1=O (configuration not stated),0.2,?,8.8%,5.3%,0.3%,-28.2,-15.8,-9.2%,-0.9%,-8.2
CCCn1c(=N)c(C#N)cc2c(=O)n3ccccc3nc21,-3.7,-13.6%,-1.4%,6.0%,-8.3%[46.1 µM],3.4,8.3,·,3.8%,1.8
COCCNC(=O)C1(C)Oc2ccccc2NC1=O (configuration not stated),-1.1,-0.2%,-5.1%,8.4%,-8.7%,-5.9,6.5,-1.4%,0.6%,1.1
COCC(=O)N1CCCN(c2nc3c(C)cccc3cc2C#N)CC1,-1.0,-12.2%,3.5%,-8.9%,-5.8%,-7.9,9.3,1.7%,-4.0%,-4.3
COc1ccc(Cl)cc1N(CC(=O)N1CCCCCC1)S(C)(=O)=O,-4.6,1.7%,3.7%,10.1%,-3.6%,3.3,21.9,2.0%,0.0%,-10.7
COc1cc(S(=O)(=O)N2CCCCCC2)c(OC)cc1Br,15.7,?,10.0%,23.4%[15.4 µM],5.6%,-1.2,-0.3,0.1%,2.0%,1.9
Cc1c(C(=O)Nc2c(N)nc(SCC(=O)NCC3CCCO3)[nH]c2=O)cccc1[N+](=O)[O-] (configuration not stated),-0.1,-2.5%,-1.9%,-5.4%,4.7%,·,-7.8,2.6%,4.1%,-10.6
N#Cc1c(NCCN)nc(-c2ccco2)c2c1CCCC2,1.9,?,-3.5%,3.5%,2.6%,-1.7,-10.7,-5.8%,-0.5%,3.8
COc1cc(C(=O)NCc2ccccc2)ccc1OC(F)F,26.3,6.0%,2.3%,-3.8%,-0.4%[46.1 µM],0.9,18.8,-4.7%,-0.2%,-2.1
Cc1ccc(S(=O)(=O)N2CCCCC2)cc1C(=O)NCCCN1CCOCC1,0.0,-4.7%,14.0%,3.3%,5.0%,11.2,-6.5,-2.3%,0.6%,7.8
S=C(NCc1ccccc1)Nc1cccc2cnccc12,0.3,2.06µM*,0.7%,-8.2%,-2.8%,-5.6,-29.8,-5.9%,1.8%,-14.6
O=C(CN1C(=O)NC2(CCCC2)C1=O)OCCOc1ccc(Cl)cc1Cl,-4.7,10.2%,3.5%,-0.2%,-1.9%,-5.7,-17.1,0.8%,-1.1%,-1.5
COC(=O)C1CN(C(=O)C(C)Oc2cccc(C)c2C)c2ccccc2O1 (configuration not stated),-3.9,-4.5%,-11.4%,-20.7%,-2.5%,7.2,-4.1,-14.4%,10.6%,0.8
CN(Cc1cn(C)nc1-c1cccc(Cl)c1)C1CCOCC1,4.8,11.2%,-1.2%,-2.6%,-57.4%,16.4,6.1,0.4%,0.3%,8.1
O=C(NC1CCCC1)C1CC1c1ccccc1 (configuration not stated),?,-8.1%,10.7%,-16.5%,-11.9%,-8.5,-8.6,-1.2%,0.6%,2.6
CC1(C)Cc2nc3sc4c(=O)[nH]cnc4c3cc2CS1,-0.6,?,-1.5%,1.5%,-2.1%,0.6,-10.3,12.4%,1.1%,-1.4
C/C(=N/NC(=O)c1ccc2c(c1)OCO2)c1cccc([N+](=O)[O-])c1,4.8,?,11.3%,3.1%,-25.4%,3.1,-2.8,3.6%,1.7%,-7.6

# An excerpt from above with just ELG1 repair inh and TSHR antag:
SMILES,ELG1 repair inh,TSHR antag
O=C(CN1C(=O)NC2(CCCC2)C1=O)OCCOc1ccc(Cl)cc1Cl,10.2%,-17.1
Cc1ccc(S(=O)(=O)N2CCCCC2)cc1C(=O)NCCCN1CCOCC1,-4.7%,-6.5

# (cont.)
SMILES,TRPV1 agonist,ELG1 repair inh,AT treatment,Eya2 phos inh,TCR act,KCNH2 3.1 block,TSHR antag,Mito fusion act,USP2a inh,hERG WT inh
Cc1ccc(C)c(C(=O)N2CCN(c3ncccn3)CC2)c1,2.3,-10.5%,-4.9%,-6.1%,-4.1%,2.2,-2.4,3.4%,-1.8%,-14.8
CC1=C(C(N)=O)C(c2ccc3c(c2)OCO3)n2nc(-c3cccc(C)c3)nc2N1 (configuration not stated),-0.5,4.2%,-0.9%,?,1.1%,-24.7,-3.4,0.6%,0.5%,-18.7
O=C(N/N=C\c1ccncc1)c1ccc(Cl)s1,?,20.3%,1.0%,7.2%,-3.7%,-0.6,-1.5,-1.9%,0.0%,7.2
C#CCCC/C(=C\C(=O)N(C)[C@H](C(=O)N(C)[C@H](C(=O)N(C)[C@H](C(=O)N(C)[C@H](C(N)=O)C(C)C)C(C)C)C(C)C)C(C)C)OC,·,?,18.1%,-7.8%,1.8%,-3.7,-13.7,·,-0.6%,14.6
S=c1[nH]nc(-c2ccco2)n1/N=C/C=C/c1ccco1,0.7,-15.5%,-2.0%,-5.4%,-6.6%[46.1 µM],5.5,-7.3,-2.1%,3.7%,1.0
Cc1oc(-c2cccs2)nc1CS(=O)CC(=O)NCCc1ccccc1 (configuration not stated),87.4*,11.9%,6.3%,3.1%,1.3%,7.8,-0.6,-1.0%,2.8%,-0.8
CCC(CC)NC(=O)CSc1nnc(-c2c[nH]c3ccccc23)o1,-3.0,-5.5%,5.5%,-8.9%,·,-8.0,-0.6,-3.6%,1.6%,3.4
CCCN=C(Nc1ccc(Cl)cc1)c1cccnc1,12.6,-0.6%,1.5%,-0.8%,-4.5%,-5.3,1.7,7.3%,0.4%,20.5
Cc1ccc(N2CC(=O)N(c3ccc(C)cc3)CC2=O)cc1,·,19.6%,3.2%,9.7%,-6.0%,6.5,-6.7,-8.2%,0.9%,4.2
O=C(Nc1ccccc1N1CCN(C(=O)c2ccc(Cl)cc2)CC1)c1ccc(Br)cc1,10.9,?,-1.4%,-3.3%,-6.7%,-90.8*,-9.9,8.8%,-1.1%,-11.8
O=C(c1cc(-c2ccco2)nn1-c1cccc(Cl)c1)N1CCCCC1,?,-12.3%,-6.1%,-5.5%,2.6%,1.7,-2.3,6.8%,-1.1%,0.3
COCCCNC(=O)Cn1nnc(-c2ccc(NC(=O)c3cccnc3)cc2)n1,-0.4,?,4.4%,-1.0%,·,·,9.8,-1.7%,-0.1%,·
O=C(COC(=O)c1cc(S(=O)(=O)N2CCOCC2)c(Cl)cc1Cl)NC1CC1,-1.0,?,-3.7%,2.5%,-1.0%,2.9,-6.1,-0.8%,1.1%,-25.9
CC(C)(C)C1CCC(OCC(O)CN2CCCC2)CC1 (configuration not stated),2.2,2.4%,0.1%,-29.8%,-3.3%,11.7,29.2,-2.4%,2.9%,24.8
COC(=O)c1c(NC(=O)CC2SC(N)=NC2=O)sc2c1CCC(C)C2 (configuration not stated),6.1,-0.6%,0.8%,-5.0%,-1.5%[46.1 µM],1.3,-3.9,9.4%,4.1%,-1.4
Cc1ccc(NS(=O)(=O)c2cccs2)nc1,2.1,-5.7%,8.1%,-5.4%,4.7%,9.5,-2.7,3.7%,-0.8%,9.5

# These rows are one share of the data; rates above refer to the full screens.
